Bioassay records as filed in PubChem BioAssay.
core106 dimerization – inhibitors of HCV core protein dimerization, confirmation, biochemical, TR-FRET, triplicate (AID 2152); TR-FRET GST-/Flag-core106 dimerization, HTRF; hits give high values; inhibition, % at 5 µM; 1% of 2,300 active;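 active means mean inhibition over three replicate wells above the hit threshold derived in the earlier primary screen, cut at about 45% in these data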;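 further: 0% = DMSO wells and 100% = unlabelled core106 competitor control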
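Test system: GST- and Flag-tagged HCV core106 peptides, dimerization via antibody TR-FRET / Amount: 17 nM Flag- plus 13.5 nM GST-core106 / Probe or stimulus: Eu(K)-anti-GST plus XL665-anti-FLAG antibodies / Compound dosing: one 5 µM dose, 0.5% DMSO / Times: 4 h incubation, 22.5 °C / Technique: TR-FRET, 340 nm excitation, 671/617 nm emission / Evaluation: percent inhibition from emission ratio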
* marks the source's active call; other numbers are inactive results. Not all compounds are listed; rates above refer to the full screens.

SMILES,core106 dimerization
Cc1cccc(Oc2cc([N+](=O)[O-])cc3c2C(=O)Nc2ccccc2O3)c1,1
O=C(Nc1cccc(NC(=O)c2ccc(-c3ccc(Br)cc3)o2)c1)c1ccccc1,8
CC(/C=C(\NC(=O)c1ccccc1)C(=O)N=Nc1c(O)[nH]c2ccc(C)cc12)=C\c1ccccc1,-5
C#CCOCCOCCOCCNc1nc(N2CCN(C(=O)CCCCCCCCCCNC(=O)[C@H](CO)n3cc(CCCSC)nn3)CC2)nc(N2CCN(C(=O)CCCCCCCCCCNC(=O)[C@@H]([C@H](C)O)n3cc(C)nn3)CC2)n1,-10
CC(Oc1ccccc1)C(=O)N1CCC2(CC1)Oc1ccc(Cl)cc1C(=O)C21CC(c2ccccc2)=NO1 (stereo not given),6
CCOC(=O)c1c(NS(=O)(=O)c2ccc(Br)cc2)sc2c1CCC2,12
CCn1c2ccccc2c2cc(/C=N/NC(=O)c3ccccc3)ccc21,-1
C/C=C\C=C\C(=O)N1CC2(CC(c3cccc(NC(=O)CC)c3)=NO2)C[C@H]1C(N)=O (stereo not given in full),-8
CCC1=NN2C(=N)/C(=C\c3cccn3-c3ccc(Cl)cc3)C(=O)N=C2S1,-3
CC(=O)c1ccc(N=Cc2c(O)n(-c3cc(Cl)ccc3N3CCOCC3)c(=O)c3ccccc23)cc1,-1

In another format: 2 of the compounds above.
O=C(Nc1cccc(NC(=O)c2ccc(-c3ccc(Br)cc3)o2)c1)c1ccccc1
  core106 dimerization: 8

CC(/C=C(\NC(=O)c1ccccc1)C(=O)N=Nc1c(O)[nH]c2ccc(C)cc12)=C\c1ccccc1
  core106 dimerization: -5

New compounds follow
SMILES,core106 dimerization
CCN(CC)c1ccc(/C=N/Nc2cccc(C)c2)c(O)c1,-12
Cc1ccc(C(=O)C(NC(=O)c2ccco2)Nc2sc3c(c2C(N)=O)CCCC3)cc1 (stereo not given),6
Cc1cc(-c2csc(NC(=O)c3ccc(S(=O)(=O)N(C)C)cc3)n2)c(C)n1-c1ccccc1,1
O=C(Nc1nnc(SCC(=O)N2CCOCC2)s1)C1CC(=O)N(c2ccc(F)cc2)C1 (stereo not given),5
CCCCn1c(=NC(=O)c2ccc3c(c2)OCO3)c(C#N)cc2c(=O)n3cccc(C)c3nc21,3
CCOC(=O)c1c(NC(=O)c2ccoc2C)sc(C(=O)N(C)C)c1C,-2
O=C(NCCc1ccccc1)c1ccc2nc(-c3ccco3)c(-c3ccco3)nc2c1,12
COc1ccc(C(=O)Nc2oc(-c3ccccc3)c(-c3ccccc3)c2C#N)cc1,-9
COc1ccccc1/C=C(/CC(=O)NCc1ccc2c(c1)OCO2)c1nc2ccccc2s1,-1
Cc1ccccc1CN1C[C@@H]2C[C@@H](c3cn(C)nc3-c3ccccc3)N3CCC[C@@]23C1=O,4
CCCCCc1nnc(NC(=O)Cc2cccs2)s1,4
O=C(CCCOc1ccccc1)Nc1nnc(C2CCCO2)s1 (stereo not given),0
Cc1cc(SCc2ccc([N+](=O)[O-])cc2)nc(=O)[nH]1,23
COc1cc(CC(=O)OCC(=O)Nc2ncc(Cl)cc2Cl)cc(OC)c1OC,0
CCOC(=O)c1c(-c2ccco2)csc1NC(=O)CSc1nnc(N)s1,1
Cc1[nH]c2ccccc2c1CCNC(=O)c1ccc2c(c1[N+](=O)[O-])C(=O)c1ccccc1C2=O,-7
COc1ccc(S(=O)(=O)N2CCOCC2)cc1NC(=O)c1cccc(-n2cccc2)c1,42
Cc1cc(-c2csc(N)n2)c(C)n1-c1ccccc1,-6
CC(C)C(C)NC(=O)CSc1nc2scc(-c3ccco3)c2c(=O)n1-c1ccccc1 (stereo not given),2
O=C(NCc1cccc(CNC(=O)C(=O)NCc2ccco2)c1)C(=O)NCc1ccco1,0

Reprinted at random: two compounds from above.
SMILES,core106 dimerization
Cc1cc(-c2csc(N)n2)c(C)n1-c1ccccc1,-6
CCCCCc1nnc(NC(=O)Cc2cccs2)s1,4

(list continues)
SMILES,core106 dimerization
COc1ccc(-c2cc(C(F)(F)F)c3c(n2)sc2c(O)cc(=O)[nH]c23)c(OC)c1,1
CC1=C(/C=C/C(C)=C/C=C/C(C)=C/C=C/C=C(C)/C=C/C=C(C)/C=C/C2=C(C)CCCC2(C)C)C(C)(C)CCC1,45
Cc1ccc2c(CC(=O)OCc3cc(=O)n4c(n3)sc3ccccc34)coc2c1,6
O=C(CSc1nc2ccccc2c(=O)n1-c1ccc(F)cc1)NCc1ccco1,-4
Cc1ccc(-c2cc(C(=O)Nc3ccccc3C)c3ccccc3n2)o1,2
Nc1ccc2c(c1)C/C(=C/c1ccco1)C2=O,2
CCCCc1nc2sc3c(SCC(=O)NCc4ccco4)ncnc3c2c2c1CCC2,53*
CCOC(=O)c1sc(NC(=S)NC(=O)C2CCCC2)cc1C,26
Cc1ccc(C)n1NC(=O)c1ccccc1Cl,-2
O=C(N/N=C\c1ccc(CN(Cc2ccc(Cl)cc2)S(=O)(=O)c2ccccc2)o1)C(=O)Nc1ccc(F)cc1,-10
CCn1c2ccccc2c2cc(NC(=O)Cc3ccc(S(=O)(=O)N4CCOCC4)s3)ccc21,2
Cc1cc(-c2csc(NC(=O)c3ccc(=O)[nH]c3)n2)c(C)n1Cc1ccco1,14
O=[N+]([O-])c1ccccc1/C=C/C=N/n1c(-c2ccc(Cl)cc2)n[nH]c1=S,-2
O=C(Cn1nnc(-c2ccncc2)n1)Nc1ccc2c(c1)CCC2,-2
Cc1ccc(-c2cc(C(F)F)n3ncc(C(=O)Nc4c(C)nn(Cc5ccccc5Cl)c4C)c3n2)cc1,0
CCC(=O)Nc1ccc(C(=O)Cn2ncc(Cl)c(Cl)c2=O)cc1,-6
O=C(NC(=S)Nc1nc(-c2ccc([N+](=O)[O-])cc2)cs1)c1ccco1,-4
Fc1ccc(CSc2nc3ncc(Br)cc3[nH]2)cc1,-7
O=C(O)COc1cccc(/C=C2/SC(=S)N(Cc3ccccc3)C2=O)c1,-8
COc1cccc(OCc2cc(/C=N/NC(=O)c3ccn[nH]3)ccc2OC)c1,-7
COc1ccc(N2C3=C(CC4=C2CCCC4=O)C(=O)CCC3)cc1,-2
CCN(CC)c1ccc2c(-c3ccc(S(=O)(=O)O)cc3S(=O)(=O)[O-])c3ccc(=[N+](CC)CC)cc-3oc2c1,43
O=c1[nH]c(Nc2ccccc2)cc2cc(Br)ccc12,1
COc1ccc(S(=O)(=O)c2c(N)n(Cc3ccco3)c3nc4ccccc4nc23)cc1,12
O=C(Nc1ccc(Cl)c([N+](=O)[O-])c1)c1cnccn1,7
c1ccc(-[n+]2nc(Nc3cccc4ccccc34)sc2-c2c3ccccc3cc3ccccc23)cc1,11
O=C1CCCC2=C1C(c1cn(-c3ccccc3)nc1-c1cccs1)c1c([nH]c(=O)[nH]c1=O)N2 (stereo not given),0
COc1ccc(Br)cc1/C=N/NC(=O)c1ccc(COc2ccc3c(c2)CCC3)o1,-2
O=C(NNC(=O)c1sc2ccccc2c1Cl)Nc1ccc(Cl)cc1,-7
Cc1cc(N2C(=O)C=CC2=O)c([N+](=O)[O-])cc1C,-6
COc1ccc(-n2nc3cc(C)c(NC(=S)NC(=O)c4ccccc4C)cc3n2)cc1,14
COc1ccc(/C=N\NS(=O)(=O)c2ccc(Cl)cc2)cc1COc1ccccc1[N+](=O)[O-],-7
CCOC(=O)C1CCN(c2nc3cc(OC)ccc3cc2C#N)CC1,-3
CCC1=C(OC(=O)N(CC)CC)N2C(=O)OC(=NCCc3c[nH]c4ccccc34)[C@]2(Cc2ccccc2)[C@H]2C1=CC[C@H]1C(=O)N(c3ccccc3)C(=O)[C@H]12,2
O=C(NCc1cccs1)c1cc(-c2ccccn2)nc2ccc(Br)cc12,32
COc1ccc(-c2nsc(C(=O)N(c3ccc(F)cc3)C(C(=O)NC3CCCC3)c3ccc(OC)cc3)c2N)cc1 (stereo not given),23
CC(=O)Nc1ccc(C(=O)Nc2nc(-c3cc(C)n(Cc4ccccc4)c3C)cs2)cc1,-6
O=c1[nH]c(C(Cl)Cl)nc2sc3c(c12)CCN(Cc1ccccc1)C3,14
O=C(NCc1ccc2[nH]c3c(c2c1)CCCC3)c1ccc(S(=O)(=O)N2CCCC2)cc1,-1
COc1ccc(-n2c(C)cc(/C=C3\C(=N)N4N=C(CC(=O)N5CCOCC5)SC4=NC3=O)c2C)cc1,-6
COc1ccc(N2Cc3cccc(C(=O)NC(C)CCc4ccco4)c3C2=O)cc1 (stereo not given),26
O=C(CSc1nnc(NC(=O)c2ccccc2Cl)s1)Nc1ccc2c(c1)oc1ccccc12,1
Cc1cccc(N2CC(C(=O)Nc3nnc(SCC(=O)Nc4cc(C)on4)s3)CC2=O)c1 (stereo not given),9
CCOC(=O)Cc1cn2c(=O)cc(CSCC(=O)Nc3ccc(C)c(C)c3)nc2s1,1
Cc1noc(/C=C/c2ccco2)c1S(=O)(=O)N1CCC(C(=O)N2CCc3ccccc3C2)CC1,15
Cc1ccc(S(=O)(=O)N2CCCN(c3nc4cc(C)ccc4cc3C#N)CC2)cc1,4
O=C(Cc1cccc2ccccc12)N/N=C/c1ccc(OC(=O)/C=C/c2ccco2)cc1,5
CC(=O)c1ccc(N2CCN(C(=O)c3cc(-c4ccc5c(c4)OCO5)nc4ccccc34)CC2)cc1,7
CC(C)c1cc(C(C)C)c(S(=O)(=O)N2c3ccccc3[C@@]3(Br)C[C@H]4C(=O)N[C@@H](Cc5ccccc5)C(=O)N4[C@@H]23)c(C(C)C)c1,-6
Cc1ccc(NC(=O)Cn2nc(C(=O)Nc3ccc(C)cc3)ccc2=O)cc1,-7

Next section.
SMILES,core106 dimerization
O=C(O)c1cc(O)c2c(c1)[C@H]([C@H]1c3cc(C(=O)O)cc(O)c3C(=O)c3c(O[C@@H]4O[C@H](CO)[C@@H](O)[C@H](O)[C@H]4O)cccc31)c1cccc(OC3O[C@H](CO)[C@@H](O)[C@H](O)[C@H]3O)c1C2=O (stereo not given in full),33
S=C1NC2=C(CCCC2=C2SCCCS2)C(c2ccccc2)N1 (stereo not given),2
O=C(Nc1ccccc1)c1ccc2nc(-c3ccco3)c(-c3ccco3)nc2c1,3
c1ccc(-c2nccc(-c3ccc(-n4cnc5ccccc54)cc3)n2)cc1,-8
Cc1cc(C)c2nc(-c3ccccn3)cc(C(=O)NCc3ccco3)c2c1,1
O=C(OCc1cc(=O)oc2cc(O)ccc12)c1cc(S(=O)(=O)N2CCOCC2)ccc1F,2
NS(=O)(=O)c1cc(C(=O)NC2CCSc3ccccc32)ccc1Cl (stereo not given),-52
S=c1nc(-c2ccccc2)[nH]c2ccccc12,9
O=C(/C=C/c1ccco1)N1CCCC(c2ccccc2)C1 (stereo not given),-3
O=C(COC(=O)CN1C(=O)c2ccccc2C1=O)Nc1ncc(Cl)cc1Cl,0
Cc1c(Cl)cn2c(=O)cc(CN3CCN(c4ccccc4)CC3)nc2c1Cl,6
O=C1Nc2cc(S(=O)(=O)N3CCCC3)ccc2N2CCCC12 (stereo not given),11
CCN(C(=O)COC(=O)c1cc(-c2ccccc2)nc2ccc(Br)cc12)C1CCS(=O)(=O)C1 (stereo not given),9
Cc1cc(C(=O)OCC(=O)c2cccc([N+](=O)[O-])c2)c2cccc(C)c2n1,14
O=C(Cc1ccc(S(=O)(=O)N2CCOCC2)s1)NCCC(c1ccccc1)c1ccccc1,4
Cc1ccc(Cl)cc1N1CCN(C(=O)CSc2ccsc2[N+](=O)[O-])CC1,15
O=[N+]([O-])c1ccc(-c2c[nH]c(=S)[nH]2)cc1,22
COc1ccc(/C=N/NC(=O)c2nc(Cl)c(Cl)c(N)c2Cl)cc1COc1ccc(F)cc1F,0
CC(C)c1nc(SCC(=O)Nc2cccc(C(F)(F)F)c2)c2c(=O)n(C)c(=O)n(C)c2n1,7
C#CCn1c(=NC(=O)c2sc3ccccc3c2Cl)sc2cc(S(N)(=O)=O)ccc21,20
COCCn1c(=O)[nH]c(=O)c2c1nc(-c1ccc(-c3ccc(Cl)cc3[N+](=O)[O-])o1)n2Cc1ccccc1,13
O=C(Nc1ccc(S(=O)(=O)Nc2nccs2)cc1)c1nn(-c2ccccc2)ccc1=O,18
Cc1nnc2sc(-c3ccc(NC(=O)CSc4ccc(Cl)cc4)cc3)nn12,10
Cc1nn(-c2ccccc2)c2c1C(c1cccc([N+](=O)[O-])c1)N(c1ccccc1)C(=O)N2 (stereo not given),-5
O=C(Cc1ccc(-n2cccc2)cc1)N1CCc2ccccc21,-4
CCCCn1c(CN2C(=O)c3ccccc3C2=O)nc2ccccc2c1=O,1
COc1ccccc1-c1cc(C(=O)Nc2sc3c(c2C#N)CCC(C)C3)c2ccccc2n1 (stereo not given),-6
COC(=O)c1c(NC(=O)Cc2cccs2)sc2c1CCCC2,0
N#Cc1cc([N+](=O)[O-])ccc1Oc1cccc(/C=N/NC(=O)c2cccc(Cl)c2)c1,4
CC(C)c1ccccc1NC(=O)CCc1nc2ccccc2s1,5
COc1cc(NC(=O)c2ccco2)c(C(=O)OCC(=O)Nc2ncc(Cl)cc2Cl)cc1OC,-53
COc1ccccc1/C=C(/CC(=O)NCc1ccc(F)cc1)c1nc2ccccc2s1,10
CC1Cc2ccccc2N1Cc1nc2cc(C(F)(F)F)ccc2c(=O)[nH]1 (stereo not given),-4
